High-throughput results: PubChem, National Center for Advancing Translational Sciences (NCATS)
HP1b binding inh – blocks HP1-beta chromodomain binding to methylated histone tails; AlphaScreen HP1-beta / biotin-H3K9me3 peptide binding; 390,000 tested, 0.56% active; P83916; Potency, µM (top dose mostly 114 µM), for inactives: at the highest dose activity change, negative = inhibition, hits mostly inhibitors; also: nearly all actives have a fitted effect of over 70% in size; inactives centre near 23
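Compound inhibition of the preformed complex between 50 nM HP1-beta and 50 nM biotinylated H3K9me3 peptide was read by AlphaScreen. Buffer was PBS pH 7.4 with 0.01% Tween-20. Incubations ran 30 min at room temperature, with 10 ug/mL donor/acceptor beads.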
GLS inhibitor – blocks human kidney-isoform glutaminase activity | O94925 | GLS enzymatic activity, qHTS titration | Potency, µM (series often up to 45.5 µM), for inactives: at the highest dose activity change, negative = inhibition, usual class: inhibitors | 410,000 tested, 0.21% active; also: % is scaled to controls: 0 for no effect and ±100 for the full control effect
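hKGA in 45 mM KH2PO4 pH 8.2, 0.02% Tween-20 with pin-transferred compounds; 1 mM L-glutamine (stock) plus glutamate oxidase/HRP/Amplex Red coupling added. Fluorescence read initially and after 30 min at RT.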
Tb PGK inh – inhibitors of T. brucei phosphoglycerate kinase; PGK/GAPDH coupled, Kinase-Glo luminescence, 60 min; Potency, µM (highest dose often 57.5 µM), for the others: at the highest dose activity change, negative = inhibition, most hits filed as inhibitors; 380,000 tested, 0.043% active; AID 602233; also: % is scaled to controls: 0 for no effect and ±100 for the full control effect; nearly all actives have a fitted effect of over 60% in size
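Recombinant glycosomal PGK reaction used 1,3-bisphosphoglycerate generated in-well by GAPDH (100nM final) in 100mM TEA pH 7.6, 5mM MgCl2, 0.01% Tween-20. After 60 minutes at room temperature, ATP was read by Kinase-Glo Plus luminescence end-point.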
ALOX12 inh – inhibitors of human 12S-lipoxygenase ALOX12. P18054. purified 12hLO, xylenol orange hydroperoxide absorbance. Potency, µM (top dose mostly 108 µM), without a hit: top-dose activity change, negative = inhibition, usual class: inhibitors. 580,000 tested, 1.1% active; also: % is scaled to controls: 0 for no effect and ±100 for the full control effect
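Purified human 12hLO (150 nM final) in 25 mM Hepes, 0.01% Triton X-100, pH 7.0 was preincubated 15 min at room temperature with compound. Then 40 uM arachidonic acid was added, 30 min. Hydroperoxide was read by Fe-XO absorbance ratio 573/405 nm.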
RGS4 inhibitor – human RGS4 inhibition; P49798; Transcreener GDP fluorescence polarization, RGS4-accelerated GTP hydrolysis; Potency, µM (highest dose often 114 µM), for the others: at the top dose activity change, negative = inhibition, actives largely listed as inhibitors; 390,000 tested, 0.039% active; also: % is scaled to controls: 0 for no effect and ±100 for the full control effect; nearly all actives have a fitted effect of over 75% in size; some results filed as inactive show a strong effect at the top dose
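MLSMR compounds (23 nl, pin-transferred) preincubated 10 min at room temperature with a 500nM (2x) first reagent, then RGS4 at 900nM (2x) plus Transcreener GDP mix added; fluorescence polarization (620/688 nm) read before and after 90 min at 30 °C.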
ERG Ets-DNA blk – inhibitors of human ERG Ets domain-DNA interaction; P11308; fluorescence polarization, His-ERG Ets domain / labelled DNA; Potency, µM (doses to about 76.9 µM), for inactives: top-dose FP activity, negative = inhibition, usual class: inhibitors; 370,000 tested, 0.028% active; AID 624246; active = well fitted inhibition curve with a large enough effect in the polarisation, with a control signal flat; inconclusive = small, poorly fitted or top-dose-only effect, or effect the other way, or a change in a side signal; inactive = no such curve, though single readings can be large or run the other way; the % refers to the polarisation;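 also: polarization taken with two DNA probes labelled with fluorescein and Texas red; % of control where 0% means no effect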
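His-tagged ERG Ets domain (1 uM in the protein solution; 300mM KCl, 50mM Tris-HCl, 1mM EDTA, 1mM DTT, pH 7.5) received compound, then a probe mix of 5 nM fluorescein-DNA and 100nM Texas-615-DNA. Fluorescence polarization was read for both dyes.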
rTrxR1 inhibitor – inhibitors of rat thioredoxin reductase 1 | AID 588453 | O89049 | recombinant rTrxR1, NADPH fluorescence consumption, selenite substrate | Potency, µM (doses to about 114 µM), inactives show at the highest dose activity change, negative = inhibition, actives largely listed as inhibitors | 390,000 tested, 1% active; also: % is scaled to controls: 0 for no effect and ±100 for the full control effect; nearly all actives have a fitted effect of over 65% in size
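Rat TrxR1 (90 nM in the dispensed reagent) was pre-reduced with 400 uM NADPH for 5 min at room temperature, then incubated with compound for 15 min. After 400 uM selenite was added, NADPH fluorescence (Ex 340/Em 450 nm) was followed for 8 min.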
JMJD2A Tudor – blocks the human JMJD2A Tudor domain. 390,000 tested, 4.4% active. AlphaScreen JMJD2A-Tudor / H3K4me3 peptide binding. O75164. Potency, µM (doses to about 114 µM), for inactives: top-dose activity change, negative = inhibition, most hits filed as inhibitors; also: % is scaled to controls: 0 for no effect and ±100 for the full control effect; nearly all actives have a fitted effect of over 50% in size
Target sequence (O75164 whole entry, looked up, the tested form may be a part): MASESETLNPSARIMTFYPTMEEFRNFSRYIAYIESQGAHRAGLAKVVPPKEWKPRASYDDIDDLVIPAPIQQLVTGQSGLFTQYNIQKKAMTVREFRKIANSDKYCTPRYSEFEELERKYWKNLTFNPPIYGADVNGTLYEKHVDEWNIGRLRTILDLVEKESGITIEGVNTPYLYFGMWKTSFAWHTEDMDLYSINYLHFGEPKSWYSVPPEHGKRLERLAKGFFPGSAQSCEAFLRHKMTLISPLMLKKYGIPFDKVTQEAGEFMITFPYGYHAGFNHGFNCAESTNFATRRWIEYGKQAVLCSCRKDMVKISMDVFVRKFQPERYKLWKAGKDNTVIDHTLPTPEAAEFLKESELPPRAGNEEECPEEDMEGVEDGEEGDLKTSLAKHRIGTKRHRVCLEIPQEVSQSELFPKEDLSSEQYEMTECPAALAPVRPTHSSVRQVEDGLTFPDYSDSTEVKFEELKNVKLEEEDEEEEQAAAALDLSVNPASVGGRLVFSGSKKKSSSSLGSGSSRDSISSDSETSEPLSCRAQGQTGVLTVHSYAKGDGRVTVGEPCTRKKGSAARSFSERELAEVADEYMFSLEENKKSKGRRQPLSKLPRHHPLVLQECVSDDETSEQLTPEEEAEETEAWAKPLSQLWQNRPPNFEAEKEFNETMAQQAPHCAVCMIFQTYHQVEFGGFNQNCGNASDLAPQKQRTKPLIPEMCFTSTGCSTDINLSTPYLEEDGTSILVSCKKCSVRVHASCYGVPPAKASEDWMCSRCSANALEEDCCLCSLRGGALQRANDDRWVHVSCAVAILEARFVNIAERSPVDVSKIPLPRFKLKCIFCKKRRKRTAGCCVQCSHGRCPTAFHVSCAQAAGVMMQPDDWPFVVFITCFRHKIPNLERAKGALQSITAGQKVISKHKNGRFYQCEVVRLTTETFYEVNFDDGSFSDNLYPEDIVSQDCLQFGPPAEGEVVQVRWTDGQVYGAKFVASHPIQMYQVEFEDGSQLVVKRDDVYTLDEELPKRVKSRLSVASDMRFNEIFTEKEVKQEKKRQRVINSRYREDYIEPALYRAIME
Pin1 inh – inhibitors of human Pin1; Pin1 FP peptide displacement, HiFluor488, 10 min; Potency, µM (series often up to 115 µM), inactives show top-dose activity, negative = inhibition, usual class: inhibitors; 390,000 tested, 0.009% active; AID 504891; active = well fitted inhibition curve with a large enough effect in the polarisation, with a control signal flat, not every such curve was filed as active; inconclusive = small, poorly fitted or top-dose-only effect, or effect the other way, or a change in a side signal; inactive = no such curve, though single readings can be large or run the other way; the % refers to the polarisation; also: % is scaled to controls: 0 for no effect and ±100 for the full control effect
* marks the source's active call; other numbers are inactive results; i = inactive; ? = inconclusive; . = not tested or not shown; & = joins results of further samples; [ ] = dose if it differs, or a comment. Unless noted, calls follow the shape of the dose curve; as a rule, active = well fitted curve in the direction sought with a large enough effect; inconclusive = small, poorly fitted or top-dose-only effect, or another doubt; inactive = no such curve, though single readings can be large; an effect the other way counts as inactive or inconclusive. Potency is read from the fitted curve at half-maximal effect. An excerpt; count on the stated rates, not on these rows.

Fields: HP1b binding inh | GLS inhibitor | Tb PGK inh | ALOX12 inh | RGS4 inhibitor | ERG Ets-DNA blk | rTrxR1 inhibitor | JMJD2A Tudor | Pin1 inh
Cc1ccc(NC(=S)Nc2cccc3ccccc23)cc1F
  -9% | ? | -3% | 40µM* | ? | -5% | -30% | -20% | -6%
COc1ccc(/C=N/NC(=O)c2nc(-c3ccccc3)cc(-c3ccccc3)n2)cc1O
  9% | 2% | -2% | 10% | -21% | 13% | -8% | -32% | 34%[activator]
COc1ccc(NS(=O)(=O)c2ccc(Br)s2)cc1OC
  31% | 4% | . | ? | -6% | 3% | 16% | -9% | 6%
CCOC(=O)N1CCC(NC(=O)C2CCCN(Cc3nc(-c4cccc(C)c4)oc3C)C2)CC1 (stereo not given)
  39%[activator] | 4% | -9% | 11% | 24%[11.4 µM] | -2% | 7% | -26% | -4%
COc1ccc(-c2noc(CCC(=O)N3CCN(c4cccc(C)c4C)CC3)n2)cc1
  69%[activator] | 5% | -4% | 20% | -12% | -5% | 25% | 0% | -1%
CCS(=O)(=O)c1nc(S(=O)(=O)c2ccc(Cl)cc2)c(N2CCc3ccccc3C2)s1
  36% | 0% | -4% | -13% | 0% | -2% | -15% | -15% | -4%
CCOc1ccc(OCC)c(S(=O)(=O)n2cnc(C)c2)c1
  8% | -4% | i | 0% | 5% | 4% | 16% | -15% | -6%
CCOC(=O)c1cc(NC(=O)c2ccc(F)cc2)c(=O)n2c1oc1ccccc12
  14% | -6% | 6% | -5% | 5% | -12% | 2% | -7% | 10%
COc1ccc(C2CC(c3ccccc3)=NN2C(=O)COC(=O)C2CC2)cc1 (stereo not given)
  6% | 5% | -1% | 3% | 2% | -5% | 2% | -25% | 4%
COc1cc(OC)c(N2CC(C(=O)Nc3cc(Cl)ccc3N3CCOCC3)CC2=O)cc1Cl (stereo not given)
  20% | -2% | -9% | -3% | -51% | -7% | 21% | -18% | 3%
O=C(O)C1CC(=O)N(c2ccc(OCc3ccccc3)cc2)C1 (stereo not given)
  30%[activator] | -4% | -3% | 8% | -1% | -4% | 12% | 3% | 5%
O=C1c2ccccc2C(=O)N1CCC#Cc1ccc2cc(C3(O)CCCCC3)oc(=O)c2c1
  58%[activator] | -1% | -10% | -3% | -17% | 9% | 14% | -9% | 16%
CCOC(=O)C(=O)c1csc(NC(=O)CCSc2ccc(C)cc2)n1
  24% | 0% | i | 38% | -4% | -3% | 12% | -16% | 10%
NC(=O)NC(=O)COC(=O)CCCc1c[nH]c2ccccc12
  6% | 4% | -1% | ? | -9% | 1% | -1% | -12% | 2%
Cc1cc(N/C=C/C(=O)c2ccccc2)ccc1Br
  20% | 14% | -3% | 49%[activator] | -15% | -4% | -2% | -23% | 1%
CCOc1ccccc1NC(=O)C1CCCN(S(=O)(=O)c2c(C)[nH]c(=O)[nH]c2=O)C1 (stereo not given)
  51%&26%[activator] | 9%&5% | 5%&-3% | -10% | 11%&-4% | -2%&-1% | 12%[57.1 µM] | 5%&-18% | -9%&-11%
CCC(C)NC(=O)CSc1c2c(nc3cc(Cl)ccc13)CCCC2 (stereo not given)
  39% | 0% | 6% | 3% | -3% | 0% | -9% | -2% | -4%
Cc1cccc(CN2CCNC2=O)c1
  35% | ? | i | 6% | -19% | 3% | 16% | 4% | -7%
CCCCNC(=O)C1CCN(C(=O)Nc2ccc(C)cc2)CC1
  16% | 7% | 2% | 1% | 1%[11.4 µM] | -1% | -17% | -5%[57.1 µM] | -3%
COc1cc2nc(NCCCN3CCN(C)CC3)n3nc(-c4ccccc4)nc3c2cc1OC
  -8% | 7% | -9% | 0% | 14%[11.4 µM] | -12% | -76% | -31%[57.1 µM] | 8%

(more compounds)
Fields: HP1b binding inh | GLS inhibitor | Tb PGK inh | ALOX12 inh | RGS4 inhibitor | ERG Ets-DNA blk | rTrxR1 inhibitor | JMJD2A Tudor | Pin1 inh
O=C(c1cccc(C(F)(F)F)c1)N1CCOc2ccccc21
  49%[activator] | -10% | i | 10% | -23% | -2% | 23% | 3% | -7%
COc1ccc(Br)cc1/C=N/NC(=O)c1cccc(S(=O)(=O)N2CCOCC2)c1
  28% | 3% | -1% | 30%[activator] | 11% | -2% | 0% | -24% | 61%[activator]
COc1ccc(Cl)cc1NC(=O)CN1CCN(C(=O)N2CCOCC2)CC1
  18% | 5% | 13% | 221%[activator] | -19% | -1% | 12% | -1% | -2%
CC1CC(C)(C)CC2(C1)NC(=O)N(CC(=O)Nc1nccs1)C2=O (stereo not given)
  26% | 2% | -7% | -17% | 12% | -4% | -12% | -23% | 7%
COc1cc(C(=O)N2CCc3ccccc32)cc(OC)c1OC
  13% | 43%[activator] | 1% | 16% | 24% | -1% | 16%[57.1 µM] | -4% | -10%
Clc1ccc(Cl)c(OCCN2CCOCC2)c1
  37% | 9% | 5% | 0% | 8% | -6% | 2% | -5% | 2%
O=C1CC[C@@H]2CC3(C[C@@H]4CCN1[C@H]24)Nc1cc([N+](=O)[O-])ccc1NC3=NC1CCCCC1 (stereo not given in full)
  2% | 11% | -6% | -7% | 4% | -6% | -8% | -31% | 18%
Cc1ccc(NC(=O)C(C)N2CCCC2)cc1Cl (stereo not given)
  36% | -7% | 6% | 12% | -19% | 5% | -7% | -5% | 10%
COCCCNC(=O)CCN1N=C(c2ccccc2)CCC1=O
  48%[activator] | -2% | -4% | -1% | 31% | -3% | 11% | -14% | 0%
O=C1N[C@@H](Cc2c[nH]c3ccccc23)COC(=O)[C@@H](Cc2ccc(F)cc2)C/C=C\C[C@H]1CC(=O)N(CCO)Cc1ccccc1
  2% | -3% | 0% | -10% | 10% | 5% | 21%[57.1 µM] | ? | -1%
CC1CC(C)CN(C(=O)c2cccc(S(=O)(=O)NCc3ccccc3)c2)C1 (stereo not given)
  4% | 9% | -1% | -1% | 15% | -17% | 12% | -15% | -4%
CC(=O)NCCc1nc2cc(NS(=O)(=O)c3ccccc3)ccc2n1C
  38% | 8% | 5% | 7% | -5% | 8% | 13%[57.1 µM] | 4% | 10%
C/C(=N\N=C1\NC(=O)C(CC(=O)Nc2ccc(C)c(Cl)c2)S1)C(C)C (stereo not given)
  4% | 25% | 2% | -1% | -24% | ? | 9% | -22% | 0%
O=C(N/N=C/c1ccc(Br)o1)c1cncc(Br)c1
  36% | 15% | 2% | 1% | 7% | -2% | -10% | -9% | -4%
CCn1c(CNC(=O)c2cccs2)n[nH]c1=S
  ? | 4% | -3% | -26% | -35% | -9% | -26% | 8.9µM* | -3%
O=C(Oc1cccnc1)c1ccc(Cl)c(Cl)c1
  115%[activator] | 3% | i | 37%[activator] | -9% | -3% | -16% | 8% | -1%
O=C1OCc2ccc(NC(=O)c3ccccc3C(=O)O)cc21
  10% | 7% | -3% | -6% | 17% | 0% | 37%[activator] | -11% | 0%
COc1ccc(CN(C(=O)c2ccco2)c2ccc(Br)cc2)cc1OC
  10% | 11% | i | -24% | -34% | 5% | 0%[57.1 µM] | -27% | -2%
COc1nccnc1NS(=O)(=O)c1ccc(N)cc1
  19% | 14%&-11% | 2% | -3% | -2% | -7% | -3% | -6% | 8%
Cc1ccc2ncc([N+](=O)[O-])n2c1
  62%[activator] | 0% | i | 0% | 0% | 4% | 12%[57.1 µM] | -12% | 1%

More records.
Fields: HP1b binding inh | GLS inhibitor | Tb PGK inh | ALOX12 inh | RGS4 inhibitor | ERG Ets-DNA blk | rTrxR1 inhibitor | JMJD2A Tudor | Pin1 inh
NC(=O)CN1C(=O)C2C3C=CC(C3)C2C1=O (stereo not given)
  20% | 14% | -14% | 0% | -37% | 0% | 1%[57.1 µM] | -19% | -1%
CNC(=O)CSc1nnc(-c2ccco2)n1-c1cccc(C)c1C
  ? | 8% | i | 19% | -28% | 1% | -15% | -12% | -6%
O=C(O)C1CCCN1S(=O)(=O)c1ccc(Cl)cc1 (stereo not given)
  39% | -5% | . | -5% | -14% | 1% | -7% | -11% | 2%
CCCN1/C(=C2/SC(=S)N(CC)C2=O)C=Cc2ccccc21
  ? | 12% | -15% | -11% | 5%[11.4 µM] | 3% | 8%[11.4 µM] | 3.2µM* | -1%
COc1ccccc1NC(=O)c1ccc(NC(=O)COC(=O)CCC2CCCC2)cc1
  42%[activator] | 3% | i | -16% | 7%[11.4 µM] | 7% | 29% | -20% | -10%
Cc1cc(Br)ccc1NC(=O)CCS(=O)(=O)c1cccc2nsnc12
  21% | 9% | 9% | -21% | 4% | 0% | ? | -22% | -4%
COc1ccc(/C=C(\C#N)C(=O)OCC(=O)NCc2ccco2)cc1
  7% | 4% | 5% | ? | 1% | 6% | -9% | 1% | 23%
CCOC(=O)c1c(C)[nH]c(C)c1S(=O)(=O)N1CCCC(C(=O)N2CCN(c3cccc(Cl)c3)CC2)C1 (stereo not given)
  -5% | 2% | i | -26% | -25% | 1% | -4%[57.1 µM] | ? | -4%
CCc1nnc(NC(=O)C2CC(=O)N(Cc3ccccc3)C2)s1 (stereo not given)
  25% | -2% | 1% | -2% | 15% | 11% | 10% | -4% | 2%
